KCNK9 block – blocks the human KCNK9 two-pore domain potassium channel | Q9NPC2 | HEK293 KCNK9, FluxOR thallium flux fluorescence; stronger effect = lower value | B-score at 10 µM | 310,000 tested, 1.2% active;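 active = ratio B-score over 3 SD below the library mean, with starting fluorescence within 5 SD of its mean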;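 also: negative B-score means less thallium flux so channel inhibition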
MrgX1 PAM – human MrgX1 positive allosteric modulation, primary screen | Q96LB2 | MrgX1-HEK293, Fluo-4 calcium flux, FDSS; stronger effect = higher value | B-score at 10 µM | 310,000 tested, 0.63% active | AID 588675;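 active = plate-corrected calcium response at least 3 library SD above typical, normal starting fluorescence, not activating the receptor alone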;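 also: compound read alongside a low EC10 to EC30 dose of BAM8-22 agonist; peak minus trough fluorescence over baseline measured at the second addition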
KCNK3 inh – human KCNK3 channel inhibition, primary screen | O14649 | CHO-KCNK3 thallium flux, FluxOR fluorescence; stronger effect = lower value | B-score at 10 µM | 340,000 tested, 0.84% active | AID 602410;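 active = B-score under library mean minus 4 SD, starting fluorescence ratio at most library mean plus 5 SD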;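 also: more negative B-score means stronger inhibition of thallium flux through KCNK3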
KCNQ1 block – human KCNQ1 channel inhibition. CHO-K1 KCNQ1, FluxOR thallium flux fluorescence; stronger effect = higher value. B-score at 10 µM. 310,000 tested, 1.3% active;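 active = compounds whose thallium flux B-score, printed positive for inhibition, exceeds three library SD while starting fluorescence stays within three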;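 also: channel opened by potassium depolarization with thallium stimulus after 20 min compound exposure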
MrgX1 agonist – activates human MrgX1 receptor signaling | Q96LB2 | AID 588627 | MrgX1-HEK293 cells, Fluo-4 calcium fluorescence, agonist mode; stronger effect = higher value | B-score at 10 µM | 310,000 tested, 0.44% active;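 active = calcium response B-score plate-corrected fluorescence ratio at least 3 library SD, with starting fluorescence B-score inside 5 SD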
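Material: HEK293 cells stably expressing human MrgX1 receptor | Quantity: 15,000 cells per well | Times: Cells plated overnight, dye loaded 0.5 h 37 °C, 0.5 h room temperature | Measured by: Kinetic Fluo-4 NW fluorescence of intracellular calcium | Control set: Positive and negative controls per plate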
ANO1 activ – mouse TMEM16A channel activation, primary screen | Q8BHY3 | B-score at 10 µM | 340,000 tested, 0.3% active | HEK293 TMEM16A/YFP-H148Q/I152L, iodide quench fluorescence; stronger effect = lower value;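 active = fluorescence-ratio B-score plate-corrected deviation score at least 3 library SD below zero, with starting fluorescence score within 5 deviations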;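 also: channel opened by trigger with iodide after compound preincubation; score built on the fluorescence ratio of max minus min over baseline; more negative score means more quench and so TMEM16A activation or potentiation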
ANO1 block – blocks the mouse calcium-activated chloride channel TMEM16A; HEK293 TMEM16A/YFP iodide influx fluorescence, ionomycin; 310,000 tested, 1.2% active; normalized B-score (activity score, 25-100; higher = stronger inhibition) at 10 µM; AID 588511;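 active = ratio plate-corrected score three or more library SD toward inhibition, starting fluorescence score within five deviations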;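 also: score derived from kinetic fluorescence span divided by baseline fluorescence per well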
hERG rescue – shields human hERG channel from block by proarrhythmic agents; Q12809; CHO-hERG, FluxOR thallium flux, dofetilide IC70 present; activation (rescue from dofetilide block), less the hit threshold, % at 10 µM; 310,000 tested, 0.51% active; AID 1511;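 active = activation above the mean of controls blocked by dofetilide plus 5 SD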;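 also: thallium influx through hERG after potassium depolarization seen as dye fluorescence rise; in these data hits start at about 4.7%; inactives centre near -7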
Target sequence (Q12809 whole entry, looked up): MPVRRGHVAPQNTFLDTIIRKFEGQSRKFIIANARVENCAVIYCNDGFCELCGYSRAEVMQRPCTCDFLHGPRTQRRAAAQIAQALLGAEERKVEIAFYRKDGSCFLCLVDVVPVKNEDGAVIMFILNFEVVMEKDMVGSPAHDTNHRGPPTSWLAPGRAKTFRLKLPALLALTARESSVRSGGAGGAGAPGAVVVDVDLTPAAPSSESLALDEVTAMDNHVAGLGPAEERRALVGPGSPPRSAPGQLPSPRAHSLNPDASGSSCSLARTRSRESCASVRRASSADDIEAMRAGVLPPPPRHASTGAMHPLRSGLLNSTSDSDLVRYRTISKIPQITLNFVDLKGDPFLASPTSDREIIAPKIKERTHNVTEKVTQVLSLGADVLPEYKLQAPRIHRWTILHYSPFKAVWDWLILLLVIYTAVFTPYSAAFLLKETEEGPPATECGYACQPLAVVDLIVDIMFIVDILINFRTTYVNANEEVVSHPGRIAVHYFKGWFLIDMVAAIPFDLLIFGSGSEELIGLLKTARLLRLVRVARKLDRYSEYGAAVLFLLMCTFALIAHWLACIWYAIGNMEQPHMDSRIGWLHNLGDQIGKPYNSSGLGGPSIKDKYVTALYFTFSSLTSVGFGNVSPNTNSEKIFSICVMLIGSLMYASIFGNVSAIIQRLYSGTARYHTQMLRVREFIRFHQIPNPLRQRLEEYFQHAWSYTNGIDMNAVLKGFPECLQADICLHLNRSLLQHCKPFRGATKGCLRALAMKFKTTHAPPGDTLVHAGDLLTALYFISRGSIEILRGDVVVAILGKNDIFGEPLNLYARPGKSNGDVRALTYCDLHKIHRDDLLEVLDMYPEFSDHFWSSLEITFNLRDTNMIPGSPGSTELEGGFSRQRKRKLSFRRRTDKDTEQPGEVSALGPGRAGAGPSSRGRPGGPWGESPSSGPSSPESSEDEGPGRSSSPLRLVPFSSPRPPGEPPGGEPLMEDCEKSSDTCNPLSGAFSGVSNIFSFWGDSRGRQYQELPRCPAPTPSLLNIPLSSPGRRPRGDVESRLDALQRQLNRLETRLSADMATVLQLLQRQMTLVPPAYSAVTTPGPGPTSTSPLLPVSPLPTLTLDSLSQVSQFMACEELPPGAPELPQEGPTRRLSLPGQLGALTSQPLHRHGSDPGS
KCNQ1 pot – potentiates or activates the human KCNQ1 potassium channel; P51787; CHO-K1 KCNQ1, thallium flux FluxOR fluorescence; stronger effect = higher value; B-score at 10 µM; 310,000 tested, 0.35% active; AID 2648;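 active = fluorescence ratio B-score, a plate-corrected score, at least three library SD, with initial intensity B-score within 5 SD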
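assay system = CHO-K1 cells stably expressing KCNQ1 | medium = assay buffer, equal DMSO in all wells | timing = 37 °C overnight plating, 90-min dark dye load, 20-min compound pretreatment | measured by = kinetic FluxOR thallium fluorescence, 10-s 1-Hz baseline, 110-s post-stimulus read | measure = fluorescence change relative to baseline, converted to B score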
RGS4 block – human RGS4 inhibition. B-score at 10 µM. P49798. HEK293 M3R/RGS4 inducible, Fluo-4 calcium flux; stronger effect = higher value; triggered by carbachol at its EC20. 310,000 tested, 0.45% active. AID 463165;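 active = B-score, a plate-corrected calcium signal, over three deviations above library mean, with baseline fluorescence within five deviations of library mean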;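 also: RGS4 expression induced by doxycycline in cells with stable M3 receptor; B-score is computed from the integrated fluorescence ratio over baseline after carbachol; higher B-score means a larger calcium signal and so more RGS4 inhibition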
RGS4 pot – RGS4 potentiation or activation. HEK293 M3R/inducible RGS4, carbachol calcium flux Fluo4; stronger effect = lower value. 310,000 tested, 0.92% active. AID 463111. B-score at 10 µM;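 active = B-score of the integrated calcium signal more than 4 SD below the library mean, with starting fluorescence not abnormally high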;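 also: negative B-score means reduced calcium response which marks RGS4 activation or potentiation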
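Material: Inducible-RGS4 HEK293 cells carrying M3 receptor; also added: carbachol at ECmax as muscarinic agonist stimulus; incubation: compound preincubation 20 min at room temperature before agonist; signal: Fluo4-AM (2 µM) calcium-flux fluorescence, kinetic read; measure: integrated calcium ratio converted to B score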
The depositor's hits bear a star; i = inactive; x = no result given.

Values run as follows: KCNK9 block, MrgX1 PAM, KCNK3 inh, KCNQ1 block, MrgX1 agonist, ANO1 activ, ANO1 block, hERG rescue, KCNQ1 pot, RGS4 block, RGS4 pot
> O=C(CSc1nc(-c2ccccc2)c(-c2ccccc2)o1)NC1CCS(=O)(=O)C1 (stereo not drawn)
→ i, i, i, i, i, i, i, -1.8, i, i, i
> CCC(C)NC(=O)CNC(=S)N(Cc1ccccc1)Cc1cccnc1 (stereo not drawn)
→ i, i, i, i, i, i, i, -8.8, i, i, i
> O=C(Cn1nc(C(=O)O)c2ccccc2c1=O)Nc1cccc(Br)c1
→ i, i, i, i, i, i, i, -10.6, i, i, i
> O=C(Cc1ccccc1[N+](=O)[O-])NCc1ccncc1
→ i, i, i, i, i, i, i, -6.6, i, i, i
> CC(C)c1nc(CNC(=O)C2CCC(=O)N(CCc3cccc(F)c3)C2)cs1 (stereo not drawn)
→ i, i, -11*, i, i, i, i, -4.1, i, i, i
> C[n+]1ccc(/C=C/c2c[nH]c3ccccc23)cc1
→ i, i, i, 13*, i, i, i, -30.3, i, i, i
> O=c1[nH]c(Cc2ccc(Cl)cc2)nc2ccccc12
→ i, i, i, i, i, i, i, 0.4, i, i, i
> O=C(COC(=O)c1c2c(nc3ccccc13)CCN(Cc1ccccc1)C2)Nc1c(F)cccc1F
→ -8.35*, i, i, i, i, i, i, -6.9, i, i, i
> COc1ccc(CNC(=O)C(=O)NCC2OCCN2C(=O)c2ccc(OC)cc2)cc1 (stereo not drawn)
→ i, i, i, i, i, i, i, -6.8, i, i, i
> O=C(Nc1cccnc1Cl)c1cccs1
→ i, i, i, i, i, i, i, -3.2, i, i, i
> O=c1[nH]c(C2CCN(S(=O)(=O)c3ccc4c(c3)OCCO4)CC2)nc2c1nnn2Cc1ccccc1
→ i, x, i, i, x, i, x, -8.6, i, i, i
> CC(=O)Nc1ccc(C2NC(=O)CCC2[N+](=O)[O-])cc1 (stereo not drawn)
→ i, i, i, i, i, i, i, -3.5, i, i, i
> CSc1ccccc1C(=O)NCc1ccccc1C
→ i, i, i, i, i, i, i, -11.0, i, i, i
> CC(CN1CCOCC1)OC(=O)c1ccccc1Cl (stereo not drawn)
→ i, i, i, i, i, i, i, -1.4, i, i, i
> O=C(NCCC1=CCCCC1)C1CCCN(c2nc3ccccc3o2)C1 (stereo not drawn)
→ i, i, i, i, i, i, i, -15.1, i, i, i
> Cc1ccc(-c2nn(-c3ccccc3)cc2/C=C(\C#N)C(=O)NCc2ccccc2)cc1
→ i, i, i, i, i, i, i, -5.1, i, i, i
> Cc1noc(C)c1COc1ccc(C(=O)NNC(=O)c2ccccc2)cc1
→ i, i, i, i, i, i, i, -13.9, i, i, i
> Cc1ccc(NS(=O)(=O)c2ccc(C(=O)N3CC(C)CC(C)C3)cc2)cc1 (stereo not drawn)
→ i, i, i, i, 27.8*, -17.3*, 100*, -11.3, i, i, i
> Cc1nn(-c2ccccc2)c2sc(C(=O)N(Cc3ccco3)C(C)C(=O)NC(C)(C)C)cc12 (stereo not drawn)
→ i, i, i, i, i, i, i, -6.1, i, i, i
> Cc1ccsc1/C=N/NC(=O)c1ccc(-n2cccc2)cc1
→ i, i, i, i, i, i, i, -6.4, i, i, i
> NNC(=O)CCn1nnc2ccccc21
→ i, i, i, i, i, i, i, -12.4, i, i, i
> COc1ccc(OCCNc2cc(N3CCCCC3)ccc2[N+](=O)[O-])cc1
→ i, i, i, i, i, i, i, -0.1, i, i, i
> CCOC(=O)C(NC(C)=O)C(=O)Nc1ccc(OC)cc1 (stereo not drawn)
→ i, i, i, i, i, i, i, -5.1, i, i, i
> COCCN(C(=O)Cc1cccs1)C(C(=O)NC1CCCC1)c1ccc(OC)c(OC)c1 (stereo not drawn)
→ i, i, i, i, i, i, i, -5.5, i, i, i
> CCOc1ccc(NS(=O)(=O)c2ccc(-c3cnc(C4CC4)o3)cc2)cc1
→ i, i, i, i, i, i, i, -5.8, i, i, i
> O=C1CC(c2ccc(Cl)cc2)CC(O)=C1C=NCCN1CCNCC1 (stereo not drawn)
→ i, i, x, i, i, x, i, -3.9, i, i, i
> OCc1c(Cl)nc2ccccn12
→ i, i, i, i, i, i, i, -7.5, i, i, i
> Cc1c(N/N=C(\C#N)C(=O)c2ccccc2)c(=O)n(-c2ccccc2)n1C
→ i, x, i, i, x, i, x, -20.9, i, i, i
> COc1ccc(NC(=O)C(=O)NNC(=O)c2cccs2)c(OC)c1
→ i, i, i, i, i, i, i, 12.1*, 22*, i, i
> COc1ccc(CC(=O)Oc2ccc(C#N)cc2)cc1
→ i, i, i, i, i, i, i, -5.7, i, i, i
> COc1ccc(C2CC(c3ccccc3)=NN2C(=O)COC(=O)c2ccc(S(C)(=O)=O)cc2)cc1 (stereo not drawn)
→ i, i, i, i, i, i, i, -13.6, i, i, i
> Cc1cc2cc(CNC(=O)Nc3ccc(Cl)c(Cl)c3)ccc2n1C
→ i, i, i, i, i, i, i, -2.7, i, i, i
> COc1cc(OC)cc(C(=O)NNC(=O)c2cc3c(s2)CCCC3)c1
→ i, i, i, i, i, i, i, -3.3, i, i, i
> Cc1ccc(CNC(=O)CCc2nnc3ccc(N4CCC5(CC4)OCCO5)nn23)cc1
→ i, i, i, i, i, i, i, -7.9, i, i, i
> Cn1c(C(=O)O)ccc1S(=O)(=O)N1CCCCCC1
→ i, i, i, i, i, i, i, -6.9, i, i, i
> CC(=O)c1cccc(NC(=O)CSc2nc(C3CC3)nc3ccccc23)c1
→ i, i, i, i, i, i, i, -15.2, i, i, i
> S=C(Nc1ccccc1)N1CCN(c2ccccn2)CC1
→ i, i, i, i, i, i, i, -0.9, i, i, i
> CC1Cc2cc(S(=O)(=O)N3CCCCC3C)ccc2N1C(=O)C1CCC1 (stereo not drawn)
→ i, i, i, i, i, i, i, -9.6, i, i, i
> Cc1nn(Cc2ccc([N+](=O)[O-])cc2)c(=O)n1N(C)c1ncc(C(F)(F)F)cc1Cl
→ i, i, i, i, i, i, i, -4.9, i, i, i
> COC(=O)c1c(C)nc2ccccc2c1-c1ccccc1
→ i, i, i, i, i, i, i, -14.3, i, i, i
> Cc1ccsc1C1NC(=O)c2c(sc3c2CCCC3)N1 (stereo not drawn)
→ i, i, i, i, i, i, i, -14.1, i, i, i
> CCN(CC)CC#CC(OC)(c1ccccc1)c1ccccc1
→ i, 8.03*, i, i, i, i, i, -2.6, i, i, -9.68*
> O=C(COC(=O)c1cccs1)Nc1nc(-c2ccccc2)cs1
→ i, i, i, i, i, i, i, -5.6, i, i, i
> CCN(CC)C(=S)Sc1c(-c2ccccc2)c2cc(Cl)ccc2[nH]c1=O
→ i, i, i, i, i, i, i, -19.1, i, i, i
> COc1cc(C(C)=O)ccc1OCCCN1CCC(Cc2ccccc2)CC1
→ i, i, i, i, i, i, i, -11.9, i, i, i
> COc1ccc2ccccc2c1/C=N\n1c(C)cc(C)c(C(N)=O)c1=O
→ i, i, i, i, i, i, i, -1.4, i, i, i
> Cc1cc(C)nc(NC(=O)C(C)C)n1
→ i, i, i, i, i, i, i, -5.6, i, i, i
> Cc1ccc(C)c(NC(=O)C2CCCN2S(=O)(=O)c2ccc3c(c2)n(C)c(=O)c(=O)n3C)c1 (stereo not drawn)
→ i, i, i, i, i, i, i, -15.0, i, i, i
> CCc1noc(C)c1C(=O)NNC(=O)COc1ccc(Br)cc1
→ i, i, i, i, i, i, i, -5.3, i, i, i
> Cc1ccc(N2C(=O)SC(N(CC(=O)O)c3ccc(C)cc3)C2=O)cc1 (stereo not drawn)
→ i, i, i, i, i, i, i, -10.0, i, i, i
> Cc1snc(SCC(=O)N/N=C(\N)COc2cccc(C(F)(F)F)c2)c1C#N
→ i, i, i, i, i, i, i, -14.5, i, i, i
> Cn1c(Cc2ccc3c(c2)OCO3)nnc1SCC(=O)NC1CCCC1
→ i, i, x, i, i, x, i, -5.3, i, i, i
> O=[N+]([O-])c1cc(/C=N/N2CCN(c3ccccc3)CC2)ccc1Cl
→ i, i, i, i, i, i, i, -9.0, i, i, i
> CCOC(=O)N/N=C(\CCC(=O)O)c1cccs1
→ i, i, i, i, i, i, i, -14.0, i, i, i
> CCC(CO)n1c(=S)[nH]c2cc(OC)c(OC)cc2c1=O (stereo not drawn)
→ i, i, i, i, i, i, i, -25.3, i, i, i
> Cc1ccc(CCNC(=O)c2cc(S(=O)(=O)N3CCCCC3)c[nH]2)cc1
→ i, i, i, i, i, i, i, -7.1, i, i, i
> COc1ccc(Br)cc1CNC(=O)Cc1cccs1
→ i, i, i, i, i, i, i, -7.7, i, i, i
> CCCN(CCC)S(=O)(=O)c1ccc(C(=O)Nc2nnc(-c3cccc(OC)c3)o2)cc1
→ i, i, i, i, i, i, 25*, -7.3, i, i, i
> CCOc1ccccc1NC(=S)N1CCC(NC(=O)C(C)(C)C)CC1
→ i, i, i, i, i, i, i, -14.3, i, i, i
> O=[N+]([O-])c1ccc(/C=[N+](\[O-])[C@@H]2CCCC[C@@H]2/[N+]([O-])=C/c2ccc([N+](=O)[O-])o2)o1
→ i, i, i, i, i, i, i, -5.2, i, i, i

Next structures:
Values run as follows: KCNK9 block, MrgX1 PAM, KCNK3 inh, KCNQ1 block, MrgX1 agonist, ANO1 activ, ANO1 block, hERG rescue, KCNQ1 pot, RGS4 block, RGS4 pot
> Cc1ccc(OC(=O)Cn2c(C(F)(F)F)nc3ccccc32)cc1
→ i, i, i, i, i, i, i, -14.4, i, i, i
> COc1ccc(/C=N/NC(=O)c2cccc(Br)c2)cc1CN1CCOCC1
→ i, i, i, i, i, i, i, -4.5, i, i, i
> NS(=O)(=O)c1ccc(NC(=O)CN2CCc3ccccc3C2)cc1
→ i, i, i, i, i, i, i, -10.8, i, i, i
> CCOC(=O)C1CCN(c2c([N+](=O)[O-])c(C(Cl)Cl)nn2-c2ccccc2)CC1
→ i, i, i, i, i, i, i, -9.8, i, i, i
> COc1ccccc1CNC(=O)C12CC3CC(CC(C3)C1)C2
→ i, i, i, i, i, i, i, 1.0, i, i, i
> COCCCn1cc(C(=O)c2cc(OC)ccc2OCC(=O)Nc2cc(C)on2)cc(C#N)c1=O
→ i, i, i, i, i, i, i, -5.0, i, i, i
